NCI-60 one-dose screen, 48 h, at 10 µM unless noted. Numbers give growth in % (100 = growth as untreated, 0 = no growth, -100 = all killed).
MALME-3M: MALME-3M melanoma; actives 5.8% (n = 78,000); AID 1794766
HOP-62: HOP-62 NSCLC; actives 3.9% (n = 80,000); AID 1794735
EKVX: EKVX NSCLC; actives 3% (n = 71,000)
M14: M14 melanoma; actives 6.2% (n = 80,000)
A549/ATCC: A549/ATCC NSCLC; actives 3.7% (n = 81,000)
HOP-92: HOP-92 NSCLC cells. actives 6.3% (n = 71,000). AID 1794738
UACC-257: UACC-257 melanoma; actives 4.4% (n = 78,000)
UACC-62: UACC-62 melanoma | actives 5.4% (n = 81,000) | AID 1794756
* = called active by the depositor; nt = not tested or not shown; & = joins results of further samples; ! = not active in a repeat. How the source made its calls: active means growth percent below 10; inactive means the rest. A portion of the library, so the mix of outcomes need not match the whole.

#	mol	MALME-3M	HOP-62	EKVX	M14	A549/ATCC	HOP-92	UACC-257	UACC-62
1	N#C/C(=C\c1cc2ccccc2nc1Cl)C(=O)c1cn(Cc2ccccc2)c2ccc(F)cc12	87	103	94	nt	96	78	97	93
2	O=C(O)CCc1c[nH]c2ccc(N(CCCl)CCCl)cc12	85	nt	99	99	89	83	96	93
3	CN(C)COC(=S)SP(=O)(Oc1ccccc1)SC(=S)OCN(C)C	115	110	97	101	107	107	118	82
4	COC(=O)[C@@H](C)C[C@H](Cc1ccc(F)cc1)NC(=O)c1csc([C@@H](C[C@H](C(C)C)N(C)C(=O)[C@@H](NC(=O)[C@H]2CCCCN2C)C(C)C)OC(C)=O)n1	47	6.8*	49	-6.0*	17	27	nt	42
5	O=C(O)c1cc(I)cc(I)c1I	nt	97	nt	109	96	96	96	101
6	COC(=O)CC[C@@H](C)[C@H]1CC[C@H]2[C@@H]3CC[C@@H]4C[C@]5(CC[C@]4(C)[C@H]3CC[C@]12C)OO[C@@](C)(C(F)(F)F)O5	95	110	102	103	105	83	111	87
7	CN1C(=O)C(=Cc2cn(Cc3ccccc3)c3ccccc23)C(=O)N(C)C1=O	91	74	82	93	82	65	28	34
8	CNC(=O)Oc1ccc(N(C)C)cc1C(C)C	72	99	95	97	95	100	105	102
9	N#CC(C#N)=Cc1ccccc1F	113	116	97	100	98	81	107	99
10	CC1C(=O)NC(=O)NC1=O	103	93	104	95	87	105	105	96
11	C[C@]12CC[C@H](O)CC1=CC[C@@H]1[C@@H]2CC[C@]2(C)C(=O)CC[C@@H]12	81	96	86	101	106	nt	102	93
12	CC[C@@]1(O)C(=O)OCc2c1cc1n(c2=O)Cc2cc3ccccc3nc2-1	-59*	-10*	13	-39*	-21*	nt	-18*	-49*
13	O=C1CCC(c2ccccc2)(c2ccccc2)C(=O)N1	102	95	102	105	100	103	102	99
14	Cc1c([N+](=O)[O-])cc([N+](=O)[O-])cc1S(=O)(=O)O	102	93	98	102	80	85	87	99
15	O=C(CCl)NC(O)C(Cl)(Cl)Cl (stereo not given)	116	124	nt	105	96	65	89	104
16	CC1(CCO)C(=O)NC(=S)NC1=O	nt	102	95	105	95	94	103	106
17	CC(C)(Br)C(=O)c1ccco1	111	105	nt	113	95	nt	98	98
18	O=C1NC(=O)C(Br)(Br)C(=O)N1	111	101	113	97	101	113	104	100
19	Cc1nc(CCN2CCCCC2)cs1	102	94	99	93	94	90	100	94
20	CCC1(NC(=O)c2cc(F)c(F)c(F)c2F)C(=O)NC(=O)N(C(C)C)C1=O (stereo not given)	90	101	93	50	76	80	70	49
21	O=C(/C=C/c1sc(N(CCCl)CCCl)nc1Cl)c1ccc(F)cc1	90	81	97	101	91	nt	91	70
22	O=C1Nc2ccccc2C1(Cl)Cl	95	92	95	nt	109	87	113	96
23	C[C@@H]1C[C@@H]2[C@H](CC[C@]3(C)[C@@H](O)CC[C@@H]23)[C@@]2(C)CC[C@H](O)C[C@H]12	103	108	97	105	91	103	95	88
24	Cc1cc(N(CCCl)CCCl)ccc1C=Nc1ccc(-c2csc(Cc3ccccc3)n2)cc1	71	65	nt	80	51	47	46	49
25	CCCCC(CC)C(=O)C(CCN(C)C)(c1ccccc1)c1ccccn1 (stereo not given)	99	100	97	86	87	nt	92	86
26	CC(=O)C(c1c(O)c2ccccc2oc1=O)c1cc(=O)oc2c1ccc1ccccc12 (stereo not given)	99	91	92	102	97	65	102	91
27	CC/C(=C/c1ccc(OC)cc1)[N+](=O)[O-]	-36*	78	78	20	62	nt	4.4*	-61*
28	CCN(CC)C(=O)C(CCN1CCCCC1)(c1ccccc1)c1ccccc1	109	nt	91	104	102	84	105	99
29	NC(=O)C(CCl)NCc1ccccc1 (stereo not given)	95	70	96	90	92	104	94	102
30	CCCCCCCCCC(=O)N[C@@](C)(CC)C(=O)N1CCC[C@H]1C(=O)N[C@@H](CC(C)C)C(=O)N[C@@](C)(CC)C(=O)N[C@@H](CCC(N)=O)C(=O)N[C@H](CCC(N)=O)C(=O)NC(C)(C)C(=O)NC(C)(C)C(=O)N[C@@H](CCC(N)=O)C(=O)N[C@H](CC(C)C)C(=O)N[C@H](CO)CC(C)C	-99*	-67*	-89*	-66*	-38*	-69*	-80*	-100*
31	COC(=O)CCn1c(-c2ccc(-n3cc(-c4ccc(O[C@H]5O[C@@H]6OC7(C)CC[C@H]8[C@H](C)CC[C@@H]([C@H]5C)[C@@]68OO7)cc4)nn3)cc2)nc2ccccc21	0.1*	32	24	25	31	1.8*	28	11
32	CC(C#N)N1CCN(c2ccc(Cl)cc2)CC1 (stereo not given)	107	98	105	100	99	117	114	85
33	COc1ccc(C(Cc2ccc(Cl)cc2)NCCO)cc1 (stereo not given)	89	57	89	68	94	51	100	83
34	CC(Cl)C(=O)c1ccc(N)cc1 (stereo not given)	101	106	nt	94	89	96	53	88
35	C[C@]12CCc3sc(NCCc4ccccc4)nc3C1=CC[C@@H]1[C@@H]2CC[C@]2(C)C(=O)CC[C@@H]12	73	102	92	85	88	66	87	76
36	C=CC[PH+](c1ccccc1)c1ccccc1.C=CC[PH+](c1ccccc1)c1ccccc1.[Pt+2].[S-]c1nc2ccccc2[nH]1.[S-]c1nc2ccccc2[nH]1	-73*	-0.4*	33	-19*	-3.3*	-44*	-26*	-49*
37	O=C1NC(=O)N(Cc2ccccc2)C(=O)C1Cc1ccccc1 (stereo not given)	nt	109	121	108	104	nt	105	100
38	c1ccc(CCN2CCCC2)nc1	96	102	98	101	104	99	101	99
39	N#CCCP(CCC#N)CCC#N	108	104	nt	98	100	nt	91	100
40	CC(C)C(O)(C(=O)OCC1=CCN2CCC(O)C12)C(C)O (stereo not given)	99	107	129	100	109	97	105	107
41	CC1CC2CC(=O)CCC2(C)C2CCC3(C)C(O)CCC3C12 (stereo not given)	121	94	56	98	88	65	94	61
42	CCC1CN1P(=O)(N1CCCC1)N1CC1CC (stereo not given)	92	95	107	106	105	132	104	90
43	O=NN(CCF)C(=O)NCCCl	111	111	nt	106	92	nt	101	95
44	C[N+](C)(C)Cc1ccccc1 (tested in a mixture with another compound)	100	88	105	103	102	85	115	96
45	CCOP(=O)(Nc1ccc(F)cc1)OCC	101	108	nt	95	96	89	103	107
46	Cc1ccc(C(=O)N2CC2C)cc1 (stereo not given)	nt	101	112	106	103	101	104	108
47	C=CCCC1(C2=CCCCC2)C(=O)NC(=O)NC1=O	122	nt	106	110	102	96	107	92
48	O=C(Nc1cccc(C(F)(F)F)c1)c1cc(Cl)ccc1O	92	87	nt	96	89	41	108	98
49	C/C=C/CC(C)C(O)[C@H](NC(=O)[C@@H]1CCCN1C(=O)C(C)(C)NC(=O)CCCCCCCCC)C(=O)N[C@@](C)(CC)C(=O)N[C@@H](CCC(N)=O)C(=O)N[C@H](CCC(N)=O)C(=O)NC(C)(C)C(=O)N[C@@](C)(CC)C(=O)N[C@@H](CCC(N)=O)C(=O)N[C@H](CC(C)C)C(=O)N[C@H](CO)CC(C)C (stereo not given in full)	-93*!	-67*!	-68*!	-68*!	26&103	-59*!	-83*!	-97*!
50	CN(N=O)C1CCCCC1	96	115	112	104	104	103	111	110

Among those listed so far, these have a CF3 group.
#	mol	MALME-3M	HOP-62	EKVX	M14	A549/ATCC	HOP-92	UACC-257	UACC-62
6	COC(=O)CC[C@@H](C)[C@H]1CC[C@H]2[C@@H]3CC[C@@H]4C[C@]5(CC[C@]4(C)[C@H]3CC[C@]12C)OO[C@@](C)(C(F)(F)F)O5	95	110	102	103	105	83	111	87
48	O=C(Nc1cccc(C(F)(F)F)c1)c1cc(Cl)ccc1O	92	87	nt	96	89	41	108	98

New compounds follow.
#	mol	MALME-3M	HOP-62	EKVX	M14	A549/ATCC	HOP-92	UACC-257	UACC-62
51	Cc1cc(NC(=O)CCc2ccc(N3C(N)=NC(N)=NC3(C)C)cc2)ccc1S(=O)(=O)F	32	29	59	48	nt	nt	nt	23
52	CC1=C(C=O)C2=C(C)C3(CC3)[C@@](C)(O)C(=O)C2=C1	1.7*	38	68	14	18	19	74	49
53	COc1ccc(C2C3CCC(C3)C2N)cc1 (stereo not given)	114	98	99	108	97	90	104	97
54	ClCc1ccc(CCl)c(Cl)c1	104	98	105	103	74	84	70	97
55	O=[N+]([O-])/C=C\C(F)(F)F	111	103	nt	98	97	88	101	100
56	CCCCC(C(=O)c1ccccc1)N1CCOCC1 (stereo not given)	99	106	96	102	95	89	95	99
57	NC(=O)c1c(Br)n(C2OC(CO)C(O)C2O)c2ncnc(N)c12 (stereo not given)	13	12	-2.3*	2.3*	13	3.7*	-0.6*	8.2*
58	CCOP(=S)(NN=C1CCCC1)OCC	94	97	nt	103	97	95	104	111
59	CC(=O)O[C@@H]1CC[C@]2(C)[C@H]3CC[C@]4(C)[C@@H](OC(C)=O)CC[C@H]4[C@@H]3C[C@@H]3SC(c4cccc(F)c4)=N[C@@]32C1	111	92	104	105	95	139	96	106
60	C=C(C)C(=O)OCC1CO1 (stereo not given)	92	86	95	102	85	88	nt	102
61	NC(=S)N=C(N)N	98	107	nt	103	100	86	91	100
62	O=C(NCCCO)c1cn(Cc2ccccc2)c2ccc(OCCCO)cc12	99	104	101	101	105	126	105	96
63	COc1ccc(S(=O)(=O)Nc2c(/C=C\c3cc(OC)c(OC)c(OC)c3)ccc(OC)c2O)cc1OC	69	71	nt	9.0*	21	30	59	45
64	CCC(=O)O[C@H]1CCC2C3CCC4=CC(=O)CC[C@]4(C)C3CC[C@@]21C (stereo not given in full)	95	99	63	100	nt	82	nt	61
65	CNC(=O)Oc1ccc(N=Nc2ccccc2)cc1	102	97	nt	97	96	100	99	113
66	Oc1ccc(Br)cc1CN1CCN(Cc2ccc(Cl)cc2)CC1	nt	58	nt	86	62	25	87	51
67	Cc1cc(OC(=O)N(C)C)n(-c2ccccc2)n1	106	96	104	106	104	63	96	98
68	O=C(Nc1cc(Cl)ccc1Cl)C(Cl)(Cl)Cl	98	84	86	101	82	94	100	100
69	O=[N+]([O-])c1c(Cl)c(Cl)cc(Cl)c1Cl	108	115	118	106	116	77	116	99
70	CCOP(=O)(OCC)OCC	nt	94	nt	108	91	97	88	110
71	C=C[C@H]1CN2CC[C@H]1C[C@H]2[C@H](O)c1ccnc2ccccc12	99	100	85	102	nt	81	nt	107
72	C/C(=C\c1ccn(-c2ccc(N)cc2)n1)[C@@H]1C[C@@H]2O[C@]2(C)CCC[C@H](C)[C@H](O)[C@@H](C)C(=O)C(C)(C)[C@@H](O)CC(=O)O1	37	45	55	-17*	30	49	60	20
73	BrCc1ccc(Br)cc1	112	92	nt	109	93	101	95	99
74	O=C(O)c1ccccc1C(=O)O	137	96	104	116	99	87	94	110
75	CC(C)CC(NC(=O)CCl)C(=O)O (stereo not given)	85	105	nt	99	110	109	107	105
76	CCOP(=O)(CC(=O)c1ccccc1)OCC	107	103	103	104	107	89	102	103
77	CCOC(=O)CC(NCCN1CC1)C(=O)OCC (stereo not given)	97	109	102	103	101	nt	108	105
78	Nc1cccc2ccccc12	98	91	61	101	111	130	103	97
79	CN1C2CCC1[C@@H](COC(=O)c1ccccc1)[C@@H](O)C2 (stereo not given in full)	129	100	104	100	99	70	97	96
80	COc1ccc(C=O)cc1O	99	91	98	102	95	82	99	100
81	C[C@@H]1CCC/C=C/[C@H]2C[C@@H](O)C[C@@H]2[C@@H](O)/C=C/C(=O)O1	-7.1*	1.7*	12	6.7*	16	-5.0*	nt	26
82	CN1C(=O)C(=Cc2cn(C(=O)c3ccc(Cl)cc3)c3ccccc23)C(=O)N(C)C1=O	116	89	82	103	86	92	83	87
83	O=c1[nH]cc(N(CCCl)CCCl)c(=O)[nH]1	63	103	101	73	78	2.7*	62	64
84	CC12OOC(C)(OO1)C2CCC(=O)NCCNc1ccnc2cc(Cl)ccc12 (stereo not given)	90	90	89	105	119	111	112	92
85	COc1cc2c(cc1OC)C(C)N(C)CC2 (stereo not given)	116	96	128	103	102	99	102	107
86	CC12OOC(C)(OO1)C2CCC(=O)NCCCNc1ccnc2cc(Cl)ccc12 (stereo not given)	-95*	95	86	86	88	4.9*	96	87
87	N#CCCN1CCN(c2ccccc2)CC1	81	94	96	103	83	99	80	96
88	C[C@@]1(CO)[C@H](O)CC[C@@]2(C)[C@H]1CCC1C[C@@H]3C[C@@]12CC[C@]3(O)CO (stereo not given in full)	92	51	89	64	50	110	nt	83
89	COc1cc(NC(=O)CN(CCCl)CCCl)cc(OC)c1OC	104	95	116	121	82	91	99	87
90	O=[N+]([O-])c1cnc[nH]1	112	106	109	119	103	94	103	96
91	CCC(O)C(CCN(C)C)(c1ccccc1)c1ccccn1 (stereo not given)	101	88	102	103	103	90	nt	100
92	O=C(O)C(O)(c1ccccc1)C1CCCC1 (stereo not given)	93	110	98	100	86	66	90	95
93	COc1ccc(C2=NN(C=O)C(c3sc(N(CCCl)CCCl)nc3Cl)C2)cc1 (stereo not given)	116	90	94	105	89	nt	89	76
94	COc1ccc(C(=O)OC2CC3CCC(C2)N3C)cc1OC (stereo not given)	104	102	nt	108	99	nt	93	99
95	CC12CCC3C(CCCC4CC(=O)CCC43C)C1CCC2O (stereo not given)	104	nt	49	103	89	89	89	86

Laid out differently: four of the compounds above
81	C[C@@H]1CCC/C=C/[C@H]2C[C@@H](O)C[C@@H]2[C@@H](O)/C=C/C(=O)O1
93	COc1ccc(C2=NN(C=O)C(c3sc(N(CCCl)CCCl)nc3Cl)C2)cc1 (stereo not given)
85	COc1cc2c(cc1OC)C(C)N(C)CC2 (stereo not given)
95	CC12CCC3C(CCCC4CC(=O)CCC43C)C1CCC2O (stereo not given)
compound no.,81,93,85,95
MALME-3M,-7.1*,116,116,104
HOP-62,1.7*,90,96,nt
EKVX,12,94,128,49
M14,6.7*,105,103,103
A549/ATCC,16,89,102,89
HOP-92,-5.0*,nt,99,89
UACC-257,nt,89,102,89
UACC-62,26,76,107,86

Bioassay records: PubChem BioAssay, NCI
